Screening results deposited in PubChem BioAssay by several laboratories.
SUMO1-SIM PPI: modulators of SUMO1 protein-protein interactions, primary screen, biochemical, uHTS; AID 602429, 2012; Small ubiquitin-related modifier 1 (Homo sapiens), P63165; SUMO1 binding to a labelled peptide, TR-FRET, 1 h; 360,000 tested, 0.33% active; inhibition, % at 20 µM; in the data active = inhibition above about 37%
Target sequence (P63165 whole entry, looked up): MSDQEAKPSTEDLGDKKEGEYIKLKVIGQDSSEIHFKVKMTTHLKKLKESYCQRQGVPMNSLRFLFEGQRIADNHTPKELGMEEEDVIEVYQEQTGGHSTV
DNMT1 inh: human DNMT1 methyltransferase inhibitors, primary screen, biochemical, molecular beacon, fluorescence, HinP1I cleavage, uHTS; DNA (cytosine-5)-methyltransferase 1 (Homo sapiens), P26358; inhibition (reported as % activation of signal), % at 10 µM; 360,000 tested, 0.83% active; AID 588458, 2011; in the data active = inhibition above about 50%
MsrA act: bovine MsrA enzyme activators, primary screen, biochemical, absorbance, HTS; Methionine sulfoxide reductase A (Bos taurus); purified bovine MsrA, absorbance read-out; activation, % at 10.6 µM; 360,000 tested, 0.3% active; in the data active = activation above about 7.5%;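 note: 0% = vehicle and 100% = reference activator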
Scp1 inh: Scp-1 phosphatase inhibitors, primary screen, biochemical, colorimetric, uHTS | Carboxy-terminal domain RNA polymerase II polypeptide A small phosphatase 1 (Homo … | Recombinant Scp1, phosphopeptide, malachite green phosphate absorbance | inhibition, % at 20 µM | 340,000 tested, 0.88% active | AID 493091, 2011;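 active = inhibition above about 50% at 20 µM, limit read from the data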;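 note: plate controls were DMSO wells with enzyme for no effect and wells lacking enzyme for full effect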
Target sequence (Q9GZU7 76-261 limits assumed): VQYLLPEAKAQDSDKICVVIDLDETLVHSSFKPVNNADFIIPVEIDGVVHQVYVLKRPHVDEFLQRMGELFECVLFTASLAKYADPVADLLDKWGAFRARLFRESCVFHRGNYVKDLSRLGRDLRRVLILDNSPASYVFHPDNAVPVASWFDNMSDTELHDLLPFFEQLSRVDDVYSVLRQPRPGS
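Times: enzyme reaction 45 min at room temperature, colour 5 min, stabilisation 30 min. Material: SCP-1 catalytic fragment, aa 76-261. Medium: Acidic Tris acetate buffer with magnesium and detergent. Signal: colorimetric free-phosphate detection, absorbance 630 nm. Read-out basis: % inhibition of SCP-1 phosphate liberation. Reagent: Phosphorylated 17-residue peptide substrate.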
Tb MetRS inh: T. brucei MetRS inhibitors, primary screen, biochemical, luminescence; purified T. brucei MetRS, ATP depletion, Kinase-Glo luminescence; AID 624268, 2012; inhibition, % at 11.9 µM; methionyl-tRNA synthetase (Trypanosoma brucei brucei); 360,000 tested, 0.4% active;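 active = inhibition above a per-plate cutoff of the control wells' mean inhibition plus 3 SD, cut at about 5.5% in these data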;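 note: 0% = DMSO wells median and 100% = median of wells with control inhibitor compound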
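Assay system: T. brucei methionyl-tRNA synthetase, purified | Medium: HEPES buffer with MgCl2, KCl, DTT, spermine, BSA, pyrophosphatase | Compound: 11.9 µM single point | Incubation: 15 min enzyme-compound preincubation, 2 h reaction, 10 min detection, 25 °C | Measured by: Kinase-Glo luciferase luminescence reporting remaining unconsumed ATP | Measure: % inhibition normalized to control-well medians | Replication: Singlicate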
MsrA inh: bovine MsrA enzyme inhibitors, primary screen, biochemical, absorbance, HTS; AID 651718, 2012; 360,000 tested, 0.75% active; purified bovine MsrA, absorbance read-out; inhibition, % at 15.5 µM; Methionine sulfoxide reductase A (Bos taurus); in the data active = inhibition above about 4.5%;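 note: 0% = vehicle wells with enzyme and 100% = reference inhibitor wells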
CendR NRP1 mod: modulators of CendR peptide binding to NRP-1, primary screen, biochemical, fluorescence polarization, uHTS; Neuropilin-1 (Homo sapiens), O14786; FAM-RPARPAR peptide binding to NRP-1; inhibition, % at 25 µM; 360,000 tested, 0.85% active;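 active = inhibition or corrected inhibition above about 18%, plus a signal ratio from 0.5 to 1.5, limit read from the data, passing the limit was not always enough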; note: strong numbers were not always called active
E coli Lon inh: inhibitors of E. coli Lon protease, primary screen, biochemical, fluorescence polarization; purified E. coli Lon protease; inhibition, % at 7.94 µM; 360,000 tested, 0.42% active; AID 602123, 2011; in the data active = inhibition above about 13%, passing the limit was not always enough;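 note: 0% = enzyme with probe and DMSO and 100% = no enzyme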
STEP inh: STEP phosphatase inhibitors, primary screen, biochemical, fluorescence intensity, uHTS; Tyrosine-protein phosphatase non-receptor type 5 (Homo sapiens), P54829; recombinant STEP, OMFP fluorogenic substrate; inhibition, % at 20 µM; 360,000 tested, 0.25% active;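 active = inhibition at 20 µM, scaled per plate between control wells, above about 37%, limit read from the data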;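 note: 0% = DMSO with enzyme and substrate and 100% = substrate only without enzyme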
Target sequence (P54829 whole entry, looked up): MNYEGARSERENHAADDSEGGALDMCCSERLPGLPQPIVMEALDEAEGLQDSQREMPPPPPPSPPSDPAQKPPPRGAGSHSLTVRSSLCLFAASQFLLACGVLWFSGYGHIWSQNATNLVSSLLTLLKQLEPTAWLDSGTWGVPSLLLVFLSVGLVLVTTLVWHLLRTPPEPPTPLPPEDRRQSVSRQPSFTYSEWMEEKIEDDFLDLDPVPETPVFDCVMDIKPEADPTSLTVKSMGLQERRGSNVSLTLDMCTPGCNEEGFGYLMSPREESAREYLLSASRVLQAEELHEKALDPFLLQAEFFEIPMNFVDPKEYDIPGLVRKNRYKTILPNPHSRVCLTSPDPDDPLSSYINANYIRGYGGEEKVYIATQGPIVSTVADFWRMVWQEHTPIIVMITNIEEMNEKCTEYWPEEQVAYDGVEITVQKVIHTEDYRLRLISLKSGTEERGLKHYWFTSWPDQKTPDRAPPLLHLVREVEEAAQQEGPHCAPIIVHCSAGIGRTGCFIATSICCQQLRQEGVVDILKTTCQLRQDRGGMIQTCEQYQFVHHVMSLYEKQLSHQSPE
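Also added – OMFP at 25 µM · Test system – STEP tyrosine phosphatase · Technique – FITC-channel fluorescence of OMFP product · Schedule – 20 min at room temperature, dark · Evaluation – control-normalized % inhibition with plate pattern correction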
LMPTP block: LMPTP phosphatase inhibitors, primary screen, biochemical, fluorescence intensity, uHTS; AID 651560, 2012; 360,000 tested, 0.22% active; inhibition, % at 20 µM; recombinant LMPTP-A, OMFP fluorogenic substrate; Low molecular weight phosphotyrosine protein phosphatase (Homo sapiens), P24666;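 active = compounds that cut the enzyme signal by at least half of the control window in the single-dose screen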;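 note: plate controls were DMSO wells with enzyme plus substrate for no effect and substrate without enzyme for full effect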
Target sequence (P24666 whole entry, looked up): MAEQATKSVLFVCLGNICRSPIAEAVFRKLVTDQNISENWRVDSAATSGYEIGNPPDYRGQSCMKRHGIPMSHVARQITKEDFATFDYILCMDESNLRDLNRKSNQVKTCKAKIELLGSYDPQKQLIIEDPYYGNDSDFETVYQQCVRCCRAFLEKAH
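test system = LMPTP-A | amount = 0.625 nM LMPTP-A final | reagent = fluorogenic phosphatase substrate OMFP at 400 µM final | incubation = 50 min at room temperature | benchmarks = no-enzyme low control, uninhibited high control | medium = Bis-Tris pH 6.0, DTT, detergent | signal = fluorescence intensity of OMFP turnover product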
The depositor's hits bear a star; nt = no result given; & = joins results of further samples. Only part of the results is shown; rates above refer to the full screens.

entry	mol	SUMO1-SIM PPI	DNMT1 inh	MsrA act	Scp1 inh	Tb MetRS inh	MsrA inh	CendR NRP1 mod	E coli Lon inh	STEP inh	LMPTP block
1	NC(N)=N/N=C/c1ccc(N(c2ccccc2)c2ccccc2)cc1	100*	14	1	-1	-1.1	0.7	25*	4	13	3.6
2	CCOc1cc(C2C(C#N)=C(N)Oc3c2c(=O)oc2ccccc32)ccc1OC(=O)c1cccs1 (centres undefined)	15	-6	4	-8	-0.3	1.1	-16	-5	2	2.0
3	C[C@]12CCC3C(CC[C@H]4[C@H](O)[C@H](O)CC[C@]34C)C1CCC2=O (some centres undefined)	0	1	-1	-7	-0.1	0.3	4	3	3	-1.4
4	O=P(N[C@@H](c1ccccc1)[C@@H]1C[C@H]1CO)(c1ccccc1)c1ccccc1	-5	-3	-5	-8	-0.1	0.2	-2	-6	3	-2.0
5	O=C1C2CCCN2C(c2ccc(Cl)cc2)N1c1ccccn1 (centres undefined)	0	-3	-6	2	-1.3	0.0	11	-5	1	1.1
6	COC(=O)C(Cc1ccc(N(CCCl)CCCl)cc1)N=Cc1ccccc1O (centres undefined)	3	-1	-3	28	-0.3	-0.8	-8	-6	2	-2.2
7	ClCCN(CCCl)c1ccc(-n2cnc3c(Cl)ncnc32)cc1	8	1	-3	-12	0.5	-0.2	-3	-8	2	27
8	NNC(=O)CN1C(=O)CN=C(c2ccccc2)c2cc(Br)ccc21	4	1	-3	12	22*	-1.4	-5	-4	-2	-0.6
9	O=C(N/N=C/c1c(O)n(CCc2ccccc2)c(=O)[nH]c1=O)c1ccccc1O	-4	-2	-6	-9	-0.5	4.9*	-109	-51	-1	-0.2
10	O=C1C2(Cl)C3(Cl)C4(Cl)C(Cl)(Cl)C5(Cl)C3(Cl)C1(Cl)C5(Cl)C24Cl (centres undefined)	15	-6	-3	-18	0.0	0.6	4	6	-4	1.9
11	CC(C)(O)/C=C/C(=O)C(C)(O)C1C(O)CC2(C)C3CC=C4C(C=C(O)C(=O)C4(C)C)C3(C)C(=O)CC12C (centres undefined)	12	4	-3	-3	-0.3	0.3	-8	-5	-2	-0.7
12	O=c1[nH]c(=O)n(-c2ccc(Cl)cc2)c(O)c1C=Nc1ccc(S(=O)(=O)Nc2nccs2)cc1	1	3	-4	-8	-0.1	3.2	-30	-76	2	0.1
13	O=C(COc1ccccc1)N1CCN(CC(O)COc2ccccc2)CC1 (centres undefined)	-3	-1	-3	-5	0.0	1.9	-5	0	2	-3.9
14	COC(=O)[C@@H]1N=C(c2ccc(OC)cc2)O[C@]12C(=O)N(Cc1ccccc1)c1ccccc12	4	nt	1	nt	0.2	-0.8	-1	-6	nt	2.4
15	Cc1cccn2c(=O)c3c(nc12)N1CCCCCC1C1(C3)C(=O)N(C)C(=O)N(C)C1=O (centres undefined)	-1	-2	1	3	-0.2	0.0	-17	5	0	-0.7
16	Oc1ccc(C2=CCNCC2)cc1O	1	6	-4	4	0.4	0.5	17	1	-2	5.9
17	CC[C@H]1CN2CCC1C[C@H]2[C@H](O)c1ccnc2ccc(OC)cc12 (some centres undefined)	55*	45	-8	-9	-1.5	-1.0	-11	-10	48*	65*
18	Cc1[nH]c2ccc(OC(F)(F)F)cc2c1CCNCc1cccc([N+](=O)[O-])c1	-21	-2	1	-3	-0.7	0.2	-1	5	-2	0.4
19	Cc1ccc(-c2nc3ccccc3c(=O)n2-c2nccs2)cc1	14	6	-4	-3	-0.8	0.2	2	1	2	0.8
20	COc1cccc(NP(=O)(Oc2ccc(Cl)cc2)Oc2ccc(Cl)cc2)c1	0	-8	-4	-14	-0.6	2.6	-1	-12	-4	4.4
21	O=C1CN=C(c2cccs2)c2c(sc3c2CCCC3)N1	0	-1	1	-6	-1.0	1.3	-2	3	-1	0.5
22	COC(=O)C1=C(c2ccc(Cl)c(C(F)(F)F)c2)C[C@@H]2CC[C@H]1N2C(=O)NCCNC(C)=O	8	0	-1	-3	-0.3	0.8	24*	1	-1	0.6
23	Cc1ncc(CNC(=O)N(CCCl)N=O)c(N)n1	1	-3	-2	-6	-0.5	3.1	-6	-11	-2	-3.2
24	O=c1c2ccccc2nc(C[n+]2ccccc2)n1-c1cccc(C(F)(F)F)c1	-1	-5	-2	-5	-0.1	-0.6	-6	0	-5	0.4
25	Cc1nn(Cc2ccccc2Cl)c(C)c1C(=O)OCC(=O)NC1CCS(=O)(=O)C1 (centres undefined)	-2	7	-12	6	-1.9	1.8	-3	1	-2	0.2

Arranged by length of the SMILES (largest number first): part of the list above
entry	mol	SUMO1-SIM PPI	DNMT1 inh	MsrA act	Scp1 inh	Tb MetRS inh	MsrA inh	CendR NRP1 mod	E coli Lon inh	STEP inh	LMPTP block
22	COC(=O)C1=C(c2ccc(Cl)c(C(F)(F)F)c2)C[C@@H]2CC[C@H]1N2C(=O)NCCNC(C)=O	8	0	-1	-3	-0.3	0.8	24*	1	-1	0.6
1	NC(N)=N/N=C/c1ccc(N(c2ccccc2)c2ccccc2)cc1	100*	14	1	-1	-1.1	0.7	25*	4	13	3.6
13	O=C(COc1ccccc1)N1CCN(CC(O)COc2ccccc2)CC1 (centres undefined)	-3	-1	-3	-5	0.0	1.9	-5	0	2	-3.9

(continued)
entry	mol	SUMO1-SIM PPI	DNMT1 inh	MsrA act	Scp1 inh	Tb MetRS inh	MsrA inh	CendR NRP1 mod	E coli Lon inh	STEP inh	LMPTP block
26	COc1ccc(-n2c(O)c(/C(C)=N/N3CCCCCC3)c(=O)[nH]c2=O)cc1	3	-1	0	-14	0.2	1.6	-2	0	0	0.1
27	CC(Cc1ccc(O)cc1)NCC(O)c1cc(O)cc(O)c1 (centres undefined)	0	1	0	-12	0.0	-0.5	-2	2	-2	-1.1
28	COc1c2c(cc3c1OCO3)CC[N+](C)=C2	-21	-1	-4	-1	0.1	4.4	0	0	2	-1.5
29	O=[N+]([O-])c1ccc(N2CCCC2)c2ncccc12	-34	0	-6	1	-1.1	-0.5	6	1	-1	2.1
30	O=C1/C(=C\c2ccccc2)C2OCC=C3CN4CCC56c7ccccc7N1C5C2C3CC46 (centres undefined)	-8	-6	-2	-2	-0.5	1.2	1	-5	-4	-0.7
31	CCC(=NCc1ccc(F)cc1)c1c(O)n(C)c(=O)n(C)c1=O	2	-1	1	-7	-0.1	0.1	-1	4	0	-0.8
32	Cc1ccsc1C(=O)C1CCCN(Cc2cnn(C)c2)C1 (centres undefined)	-1	0	-4	-8	-0.8	0.5	12	-2	-2	-0.9
33	CC(C)(C)NC(=O)C1CC2CCCCC2CN1 (centres undefined)	4	0	-2	3	0.6	-0.6	14	2	-4	-0.1
34	Cc1c(Oc2cc(NN3CCCCC3)c([N+](=O)[O-])cc2[N+](=O)[O-])cccc1[N+](=O)[O-]	-4	4	2	-8	-0.3	0.2	-1	-7	3	0.4
35	COc1ccc(CCC(C)NCCc2ccccc2)cc1 (centres undefined)	17	3	1	-3	0.3	-0.5	2	-4	-4	-3.1
36	CC(C)N1C(=O)NC(=O)C2(Cc3cc([N+](=O)[O-])ccc3N(C)C2c2ccccc2)C1=O (centres undefined)	-14	-7	-3	-7	-0.1	1.8	-18	-7	-2	0.3
37	CC/C(=N\Nc1ccccc1)c1c(O)n(-c2ccc(OC)cc2)c(=O)[nH]c1=O	-2	-7	0	-9	-2.4	0.3	8	-13	0	1.2
38	COC(=O)C1=C(c2cccc(OC)c2OC)C[C@@H]2CC[C@H]1N2C(=O)N1CCC(O)CC1	3	3	-3	-14	0.7	-0.6	9	-8	-2	-1.2
39	CCCc1[nH]nc2c1C1(C(=O)N(CC(N)=O)c3ccccc31)C(C(=O)OC)=C(N)O2 (centres undefined)	-3	-4	-3	-6	-0.2	0.1	5	3	-3	0.2
40	CC(C)CCOC(=O)c1c(N)n(CC2CCCO2)c2nc3ccccc3nc12 (centres undefined)	36	33	1	3	1.3	0.7	-5	4	5	6.1
41	COc1ccc(CCC(=O)N2CCC3(CC2)OCCO3)cc1	3	2	-6	-4	-0.6	-0.6	3	-7	1	-0.8
42	C(#CCN1CCCCC1)CN1CCCCC1	23	-3	-5	nt	0.1	nt	6	1	0	-0.5
43	CCOC(=O)c1ccccc1C(=O)OCC	3	6	-1	-12	-0.2	-0.3	44*	8	-3	-1.5
44	Cc1cc(OCC(=O)N[C@@H](Cc2ccccc2)C(=O)O)c2c3c(c(=O)oc2c1)CCCC3	11	2	0	12	0.1	0.4	-10	-13	0	-0.4
45	CCC(=NCCO)c1c(O)n(-c2ccccc2)c(=O)[nH]c1=O	-2	-2	0	0	0.0	-0.2	5	1	-2	-1.3
46	O=C(O)c1c[nH]c2ccc(S(=O)(=O)N(CCCl)CCCl)cc12	-5	4	0	-11	-0.3	-1.1	-11	-5	1	-0.4
47	CCn1c(C)c(C(=O)Nc2ccc(OC)cc2)c2cc(OC)ccc21	18	-3	-2	-14	-0.8	-1.5	3	2	-1	0.5
48	COc1ccc(C(=O)Oc2cccc3cccnc23)cc1S(=O)(=O)N1CCOCC1	2	1	-3	-12	-0.2	0.4	4	7	-4	-0.3
49	O=C1NC(=O)C(=Cc2cc3c(cc2[N+](=O)[O-])OCO3)C(=O)N1	-9	-8	-1	-4	0.0	0.0	-6	4	-5	1.6
50	N#C/C(=C\c1ccc(O)cc1)C(=O)O	-12&-9	6&-4	-2&-1	-9	0.4&0.1	4.0&3.6	-1&-4	-6&-4	2&0	-0.3&-2.3
51	O=C(/C=C/c1ccc2c(c1)OCO2)c1c(O)n(CCC2=CCCCC2)c(=O)[nH]c1=O	19	19	-4	-10	-0.2	0.4	-116	-23	4	0.7
52	CCOC(=O)[C@@H]1[C@H]2COc3ccc(Br)cc3[C@H]2N2C(=O)N(c3cccc(C)c3)C(=O)[C@]12C	0	-8	-1	-21	-0.3	1.1	2	2	1	1.4
53	O=C(Nc1ccccc1)c1c(O)[nH]c(=S)[nH]c1=O	1	1	-2	-4	-0.1	0.3	9	0	1	1.3
54	Cc1nc2ccccc2c(=O)n1-c1ccc(Br)cc1[N+](=O)[O-]	-21	11	-3	1	0.0	-0.3	10	4	1	-1.3
